Screening results (PubChem)
AID2073 = inhibitors of Mint1-CaV2.2 protein interaction, biochemical, HTRF (AID 2073) | HTRF protein-protein interaction, Mint1-CaV2.2; higher % means a stronger effect | 290,000 compounds, 0.19% hits | inhibition, % at 20 µM; hits with a dose series show IC50 in µM; in the data active = inhibition mostly above about 51%, no sharp cut-off; inconclusive = no clear call, values can overlap the other calls; inactive = mostly below about 53%; note: some results filed as inactive read as strong as hits
human PMI inhibitors = human PMI inhibitors, high substrate, primary screen, biochemical, fluorescence intensity, high mannose 6-phosphate (AID 1220); recombinant PMI enzyme, coupled fluorescence intensity; higher % means a stronger effect; inhibition, % at 20 µM; hits with a dose series show IC50 in µM; 190,000 compounds, 0.66% hits
P. falciparum M1AAP = malaria alanyl aminopeptidase activity blockers – biochemical, fluorogenic H-Leu-NHMec substrate, 1536-well (AID 1445). recombinant M1AAP, H-Leu-NHMec fluorogenic kinetic assay; higher % means a stronger effect. one-dose inhibition, % at 30 µM; IC50 in µM for titrated hits. 220,000 compounds, 0.42% hits;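 active = primary inhibition above the hit cutoff, then over 50% inhibition at one or more dose response concentrations, cut at about 23% in these data, passing the limit was not always enough; inconclusive = conflicting primary data, or primary hits not chosen for dose response; inactive = low primary inhibition, or under 50% at every dose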;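 note: plate controls were DMSO full reaction for no effect and no enzyme background for full effect; strong numbers were not always called active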
SIAH1 antagonists = Siah-1 peptide-binding antagonists, primary screen, biochemical, fluorescence polarization, rhodamine-plectin, uHTS (AID 1817) | displacement, % at 20 µM; hits with a dose series show IC50 in µM | Siah-1 / rhodamine-plectin peptide fluorescence polarization; higher % means a stronger effect | 290,000 compounds, 0.02% hits;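 active = displacement of at least 50% at 20 µM, with a fluorescence ratio check between 0.3 and a set limit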;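 note: plate controls were Siah plus tracer with DMSO for no effect and tracer alone without Siah for full effect; strong numbers were not always called active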
LYP inhibition = PTPN22 lymphoid phosphatase activity blockers – biochemical, fluorescence intensity, uHTS (AID 1779); recombinant LYP phosphatase, fluorescence intensity; higher % means a stronger effect; inhibition, % at 11.5 µM; hits with a dose series show IC50 in µM; 290,000 compounds, 0.054% hits;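 note: plate controls were vehicle with enzyme for no effect and no enzyme for full effect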
XIAP displacement = small molecules displacing peptide from XIAP – biochemical, IAP family, fluorescence polarization (AID 1018). XIAP BIR domain, fluorescence polarization peptide displacement; higher % means a stronger effect. 200,000 compounds, 0.007% hits. one-dose displacement, % at 20 µM; IC50 in µM for titrated hits; in the data active = displacement above about 50%; note: a part of the inactive calls stands beside numbers as strong as those of hits
human PMI inhibition = MPI enzyme activity inhibition – biochemical, fluorescence intensity, coupled assay, primary screen (AID 1209); inhibition, % at 20 µM, or IC50 in µM where a hit was titrated; purified PMI enzyme, coupled fluorescence intensity; higher % means a stronger effect; 190,000 compounds, 0.42% hits;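 note: plate controls were DMSO vehicle for no effect and wells lacking substrate for full effect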
P. falciparum M17LAP = P. falciparum M17LAP inhibitors, primary screen, biochemical, fluorogenic H-Leu-NHMec substrate, 1536-well (AID 1619) | recombinant M17LAP, H-Leu-NHMec fluorogenic kinetic assay; higher % means a stronger effect | inhibition, % at 30 µM, or IC50 in µM where a hit was titrated | 220,000 compounds, 0.38% hits;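 active = compound inhibiting the enzyme by more than half at any dose during confirmatory dose-response retesting; inconclusive = strong single-dose inhibitors picked by rank but not retested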;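 note: plate controls were full reaction with DMSO carrier for no effect and no enzyme background for full effect; strong numbers were not always called active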
Dynein transport = blocks dynein driven cargo transport along microtubules. 3617.4 mouse cells, GR-EGFP nuclear translocation imaging; test concentration mostly 20 µM; stimulated with dexamethasone, 1 µM; stronger effect = lower value. z-score, hits read low. 220,000 compounds, 0.47% hits;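 active = plate z-score of nuclear minus cytoplasmic receptor signal below a set negative limit, without overly bright fluorescence or cell loss, cut at about -3.5 in these data, passing the limit was not always enough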;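 note: z-score of nuclear minus cytoplasmic ring GR-EGFP intensity difference per well; some compounds called inactive have numbers as strong as hits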
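Buffer or medium: tet-free, stripped-serum medium; reagent: dexamethasone at 1.0 µM final, 30 min; incubation: 48 h induction, 1 h compound, 30 min dex at 37 °C; measured by: formaldehyde fixation, Hoechst nuclear stain, 10x automated fluorescence imaging; read-out: nuclear-to-cytoplasmic GR-EGFP distribution per well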
Dynein transport cytoplasmic EGFP = further read-out of Dynein transport, marked with its call; z-score; measured here: cytoplasmic GR-EGFP intensity; stronger effect = higher value
Dynein transport nuclear GR-EGFP = further read-out of Dynein transport, marked with its call; z-score; measured here: nuclear GR-EGFP intensity;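 lower value marks the stronger effect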
Dynein transport cell count = second read-out of Dynein transport, no call of its own (marks repeat the call); z-score; measured here: cell count per field
Numbers without * were called inactive; ? = inconclusive; . = no result given. Cut-off read from the data, not from the text of the source, unless noted: active = inhibition above about 50%; inactive = the rest.

AID2073 | human PMI inhibitors | P. falciparum M1AAP | SIAH1 antagonists | LYP inhibition | XIAP displacement | human PMI inhibition | P. falciparum M17LAP | Dynein transport | Dynein transport cytoplasmic EGFP | Dynein transport nuclear GR-EGFP | Dynein transport cell count | canonical_smiles
-0.5% | -23.7% | 1.1% | -5.3% | 3.3% | 0.0% | 1.3% | -18.2% | -1.84 | 0.332 | -0.276 | 0.367 | CCCCOc1ccc(C2C3CN(C(=O)OCC)CC=C3C(C#N)=C(N)C2(C#N)C#N)cc1OC (stereo unspecified)
1.7% | -6.0% | 0.0% | 2.0% | -2.4% | -1.3% | -2.6% | 16.2% | -0.622 | -0.194 | -0.464 | -0.327 | Cc1cc(Cl)ccc1C(=O)C1CCCN(C(=O)c2cnsn2)C1 (stereo unspecified)
14.9% | 3.7% | 5.1% | -2.7% | 1.9% | -0.7% | 6.9% | -9.7% | -0.115 | -0.223 | -0.215 | -0.132 | CC(C)OC(=O)CC(=O)CSc1nc2c(cc1C#N)CCCCC2
-4.7% | -1.4% | -0.3% | 0.0% | -1.9% | -6.5% | -0.9% | -0.8% | -0.897 | -0.357 | -0.121 | 0.951 | Cc1cccc(C(=O)NC(=O)Nc2c(C)cc(C)nc2C)c1
12.8% | -6.1% | 6.0% | -1.2% | -2.4% | -23.0% | 4.1% | -1.4% | -0.0524 | -0.224 | 0.13 | -0.148 | Cc1ccccc1Nc1sc(C(=O)Nc2cccc(Cl)c2)c(N)c1C(N)=O
? | 6.6% | 8.8% | 3.8% | -4.2% | -9.6% | 12.5% | 11.2% | -0.181 | -0.196 | -0.0717 | -0.206 | C=CCn1cc(C(=O)NCc2cccnc2)c(=O)c2cc(S(=O)(=O)N(CC)CC)ccc21
-0.1% | 0.4% | 0.1% | -6.2% | -8.4% | -9.6% | -2.7% | -6.4% | -0.605 | -0.293 | -0.16 | 0.265 | Cc1noc(C)c1COc1cccc(C(=O)OC(C)C(=O)Nc2c(C)n(C)n(-c3ccccc3)c2=O)c1 (stereo unspecified)
? | -6.4% | 6.0% | -0.2% | 0.3% | 1.1% | 3.1% | -5.1% | 1.59 | -0.218 | 1.17 | -0.566 | CCN(CC)CCNC(=O)Cn1c(-c2ccccn2)nc2ccccc21
-19.6% | 13.3% | 9.1% | -5.7% | -4.8% | -3.3% | 5.6% | 9.9% | 0.961 | -0.035 | 0.555 | -1.03 | CCOc1cc(NC(=S)Nc2ccccc2OC)c(OCC)cc1NC(=O)c1ccccc1C
4.1% | . | -1.9% | -3.6% | -8.4% | . | . | 19.6% | 1.84 | -0.594 | 1.24 | -1.13 | COCCCNC(=O)c1ccccc1C(F)(F)F
-3.3% | 10.3% | 2.5% | 2.0% | 0.0% | -6.5% | 12.7% | 1.2% | -0.574 | 0.792 | 0.014 | 0.208 | CC(C)(C)C(=O)/C=C/Nc1ccccc1O
-3.0% | -8.1% | 3.6% | 4.0% | -6.5% | -3.2% | -3.4% | -12.2% | 0.196 | -0.251 | 0.17 | 0.0979 | COC(=O)C(CC(C)C)NC(=O)/C=C/c1ccccc1Cl (stereo unspecified)
-17.7% | . | 10.3% | -7.6% | 1.8% | . | . | -1.2% | -1.02 | -0.0559 | -0.616 | -0.311 | CC1(C)CC(/C=C/c2ccccc2)=Nc2ccccc2N1
0.1% | 17.3% | 2.3% | -6.2% | -7.0% | -6.0% | 16.1% | -1.8% | 1.17 | -0.0272 | 0.361 | -1.25 | Cc1ccc(NC(=O)C(C)c2cccc(C(=O)c3ccccc3)c2)cc1 (stereo unspecified)
13.0% | 11.1% | 4.6% | 45.5% | -1.6% | 0.7% | 4.7% | 14.7% | 1.15 | 0.191 | 1.2 | -2.06 | COC(=O)c1cc(=O)nc2sc3cc(OC)ccc3n12
3.0% | 2.9% | 1.1% | 5.3% | 0.9% | -5.2% | -15.8% | 2.7% | 0.0809 | -0.135 | 0.432 | 0.605 | O=c1c2ccccc2nnn1CSc1nnc(C2COc3ccccc3O2)n1-c1ccccc1 (stereo unspecified)
8.7% | 5.1% | 1.2% | 5.5% | -7.8% | 3.4% | 2.6% | 3.5% | 0.763 | -0.246 | 0.57 | 0.254 | O=C(NC1CCCCCC1)c1cccc(COCC(F)(F)F)c1
-0.9% | 15.0% | 1.4% | -6.7% | 7.6% | -2.0% | 16.7% | 9.0% | 1.43 | -0.153 | 1.08 | -0.613 | CC1(C)SC(=S)N(/N=C/c2ccccc2)C1N(O)C(=O)Nc1ccc([N+](=O)[O-])cc1 (stereo unspecified)
-7.8% | -1.1% | 0.4% | 1.8% | -3.0% | 4.3% | 13.0% | -5.5% | 3.42 | -0.0258 | 2.57 | -2.34 | CC(C)c1ccc(OCC(O)CN2CCN(c3ccccc3)CC2)cc1 (stereo unspecified)
-3.9% | -8.3% | -2.6% | 5.2% | 7.3% | -5.9% | -6.0% | 0.7% | 0.172 | -0.262 | 0.149 | 0.000561 | CCOc1[nH]n(-c2ccc(Cl)cc2)c(=O)c1C=NCC(=O)OC
0.9% | 7.2% | -10.8% | 5.9% | -2.7% | 11.1% | 17.8% | 18.4% | -0.844 | -0.0292 | -0.519 | -0.216 | O=C(/C=C/c1ccccc1)c1ccc2c3c(cccc13)CC2
-1.8% | 4.6% | 3.5% | -8.7% | -6.1% | -1.6% | 6.9% | 1.6% | -1.1 | 0.0354 | -0.856 | 0.505 | CCN(CC)S(=O)(=O)c1cccc(C(=O)N[C@@H](C)c2nc3ccccc3[nH]2)c1
1.6% | -7.4% | 0.9% | 1.4% | 0.8% | -2.1% | -4.9% | 5.8% | -1.12 | 0.0569 | -0.56 | 0.97 | CCOc1ccc(C2N(c3ccc(OC)cc3)C(=O)C3CCCN32)cc1OC (stereo unspecified)
-7.6% | -95.3% | -1.1% | -0.1% | -9.9% | -8.4% | -44.9% | 0.0% | -0.285 | -0.166 | -0.177 | 0.377 | CCOC(=O)C(=O)NNc1ccc(C)cc1
31.6% | 1.4% | 9.4% | -1.2% | 7.3% | -5.2% | 5.1% | 12.9% | 1.99 | -0.421 | 0.586 | -0.148 | COc1ccc(NC(=O)c2oc3ccccc3c2NC(=O)c2ccco2)c(OC)c1
13.4% | -6.7% | 5.4% | 27.3% | -6.7% | -1.3% | 1.0% | 21.2% | -0.771 | -0.279 | -0.766 | 0.756 | O=C1OC(/C=C/c2ccc(Cl)cc2Cl)=NC/1=C\c1cccs1
6.7% | 5.1% | 1.1% | 7.4% | -7.3% | -5.5% | 6.6% | 3.5% | -0.562 | 0.208 | 0.0267 | 0.53 | CS(=O)(=O)Nc1ccc(C2=NN(S(C)(=O)=O)C(c3ccc4c(c3)OCO4)C2)cc1 (stereo unspecified)
37.1% | 25.8% | 12.9% | -1.0% | -5.0% | -3.3% | 8.4% | 3.4% | -0.608 | -0.0129 | -0.425 | 0.614 | Cc1ccc(-c2csc(N)n2)s1
19.6% | . | -0.6% | -1.9% | -5.5% | . | . | 3.3% | 0.475 | -0.232 | 0.0181 | -0.472 | O=C(NNS(=O)(=O)c1ccc(F)cc1)c1cnn(-c2ccccc2)c1C(F)(F)F
-0.3% | 11.4% | . | -1.6% | -7.7% | -1.0% | 8.4% | . | . | . | . | . | Cc1ccc(-n2nc(C)c(C3C(C#N)=C(N)OC4=C3C(=O)CCC4)c2Cl)cc1 (stereo unspecified)
-4.2% | 36.0% | 5.8% | 0.9% | 3.3% | -2.1% | 10.4% | 7.2% | -0.443 | -0.116 | -0.0874 | 0.387 | COc1ccc(Nc2nc(C)cc(C)c2C#N)cc1OC
-2.4% | -87.2% | -10.1% | -5.4% | -1.5% | -3.4% | -55.7% | 2.4% | -0.64 | -0.0694 | -0.117 | 0.26 | COc1ccc(C2C(C#N)=C(C)NC3=C2C(=O)c2ccccc23)cc1 (stereo unspecified)
0.1% | -16.4% | ? | 5.5% | 3.2% | -13.9% | -27.0% | 14.8% | 1.51 | -0.282 | 1.08 | -1 | Cc1ccc2[nH]cc(C(=O)CN3CCN(c4ccccn4)CC3)c2c1
-10.0% | 5.0% | 1.0% | -5.5% | -0.9% | -3.9% | 9.1% | -7.3% | -0.468 | -0.195 | -0.14 | 0.362 | COc1ccccc1S(=O)(=O)Cc1ccc(C(=O)N2CCN(c3cccc(Cl)c3)CC2)o1
19.6% | -3.4% | 9.9% | 0.8% | -11.5% | -8.2% | 5.8% | 8.2% | -0.338 | -0.256 | -0.389 | 0.0863 | O=c1[nH]c(CCC2CCCC2)nc2ccccc12
7.3% | 7.4% | -0.3% | 4.2% | -3.8% | -0.7% | 0.6% | 1.9% | -0.288 | -0.0792 | 0.182 | -1.59 | CCCn1c2ccccc2c2nnc(SCC(=O)OC)nc21
-2.1% | -8.0% | 3.6% | -0.5% | -5.6% | -9.8% | -17.2% | 28.6% | -1.37 | -0.138 | -0.827 | 1.61 | ClC(Cl)(Cl)c1nc(N/N=C/c2ccncc2)c2ccccc2n1
23.6% | -8.7% | 6.8% | 10.2% | -7.7% | -3.3% | -11.6% | 0.8% | -0.407 | -0.295 | -0.247 | 0.721 | O=C(Nc1ccccc1Cl)c1ccccc1
-3.4% | 6.9% | 11.3% | 3.3% | -9.6% | -1.8% | 12.3% | 2.0% | 1.91 | -0.209 | 1.26 | -1.82 | Cc1cc(C(=O)Nc2ccc3c(c2)OCO3)cs1
0.4% | 3.1% | -10.8% | -5.4% | -5.3% | 1.3% | 6.2% | -3.3% | -0.287 | -0.282 | -0.263 | -0.398 | CSCCC(NC(=O)c1ccccc1)C(=O)NC1CCCC1 (stereo unspecified)
-5.2% | . | 1.8% | 8.8% | -2.7% | . | . | -0.5% | -1.36 | -0.223 | -0.697 | 1.75 | Cc1ccc(Cl)cc1NC(=O)N[C@@H](CC(C)C)C(=O)O
-6.6% | 22.9% | -1.7% | -3.7% | -5.4% | -5.4% | 23.9% | 11.8% | 0.347 | -0.162 | 0.358 | -0.334 | COc1ccc(N2CCN(C(CNC(=O)C(=O)NCC3CCCO3)c3ccco3)CC2)cc1 (stereo unspecified)
8.3% | 5.6% | . | -1.6% | -9.0% | -19.6% | -13.2% | . | . | . | . | . | CNC(=O)c1cc2c(=O)n3cc(C)ccc3nc2n(Cc2ccco2)c1=N
-5.6% | -4.7% | 3.1% | 0.8% | -0.4% | -7.6% | 44.6% | 1.5% | -0.418 | -0.374 | 0.199 | 1.66 | O=C(CSc1ccccc1)Nc1cc(S(=O)(=O)N2CCOCC2)ccc1N1CCOCC1
